Growth percent in the NCI-60 one-dose screen (48 h, 10 µM unless noted): 100 = growth as untreated, 0 = no growth, -100 = all killed.
CCRF-CEM: CCRF-CEM leukemia; 77,000 compounds, 7% hits; AID 1794778
HOP-92: HOP-92 NSCLC cells | 71,000 compounds, 6.3% hits | AID 1794738
MOLT-4: MOLT-4 leukemia cells; 80,000 compounds, 6.9% hits
EKVX: EKVX NSCLC. 71,000 compounds, 3% hits
SR: SR leukemia cells. 73,000 compounds, 8.7% hits. AID 1794780
RPMI-8226: RPMI-8226 leukemia cells; 77,000 compounds, 7.5% hits
HOP-62: HOP-62 NSCLC; 80,000 compounds, 3.9% hits; AID 1794735
K-562: K-562 leukemia | 78,000 compounds, 7.4% hits
Starred values were filed as active, the others as inactive; . = not tested or not shown; & = joins results of further samples. Rule for the calls: active = growth percent below 10; inactive = the rest. The order is random (roughly 13% active in at least one column).

SMILES	CCRF-CEM	HOP-92	MOLT-4	EKVX	SR	RPMI-8226	HOP-62	K-562
COc1ccc(C/C(C)=C(\c2ccc(O)cc2)c2ccc(OCCN3CCOCC3)cc2)cc1	86.4	101.9	77.0	100.9	77.8	92.4	101.0	83.4
Cc1ccc(C(C)C)c(OCC(=O)O)c1	96.8	98.0	111.1	.	108.9	106.9	101.5	107.8
Nc1nc(-c2ccc(Cl)cc2)nc2c1sc(=S)n2-c1ccccc1	85.4	-19.3*	82.8	40.7	-17.8*	45.5	28.9	41.1
Cc1nn(-c2ccccc2)c2ncnc(Nc3ccccc3)c12	80.6	65.9	69.4	100.9	63.1	76.4	102.0	69.3
Cc1ccc(S(=O)(=O)Oc2ccc3oc(=O)c4c(c3c2)CCCCC4)cc1	87.0	100.4	83.0	.	74.3	73.7	115.4	96.8
CN1C(=O)C(C2Sc3ccccc3NC2=O)SC1=S (stereo unspecified)	100.7	73.9	74.7	94.6	18.0	75.2	97.2	60.7
Cc1cc(Cl)ccc1N=Cc1ccc(OCc2ccccc2)cc1	26.9	91.5	48.4	.	83.2	68.7	116.4	96.1
O=C1OCC(CC2=C(O)C(=O)OC2)=C1O	85.6	100.5&89.6	95.4&92.1	102.8&113.6	91.0&95.4	98.5	101.4&109.4	88.5&105.8
COC(=O)CSc1ccccc1	108.1	98.9	111.5	97.5	112.6	110.3	99.2	116.3
CCOC(=O)c1cc(-c2ccc(OC)cc2)nc2ccccc12	98.2	63.1	91.9	80.8	80.4	99.7	103.5	96.0
COc1ccc2c(c1)C=C1CCCCC3=Cc4cc(OC)ccc4OC13O2	104.4	105.7	88.8	104.1	89.0	104.6	106.5	94.1
COc1cc(-c2nc(-c3ccccc3)[nH]c2-c2ccnc(NCCCNS(=O)(=O)c3ccc(Br)cc3)n2)ccc1F	23.7	57.5	19.0	40.2	26.3	30.4	88.9	24.4
COc1cc(NCC(O)CN2CCC(C)CC2C)c2ncccc2c1 (stereo unspecified)	98.9	82.5	.	88.5	.	99.1	85.5	.
COc1ccc(-c2ccc(SCC(=O)Nc3ccc(S(N)(=O)=O)cc3)nn2)cc1	99.5	140.1	106.8	100.6	99.7	103.4	108.9	106.0
COc1cc(Cn2c(SCCC(=O)Nc3cc(OC)c(OC)c(OC)c3)nc3ccccc3c2=O)cc(OC)c1OC	95.6	59.1	78.4	.	63.6	87.0	79.2	85.9
OCCNc1nc(Nc2ccc(C3=NN(c4cc(Cl)cc(Cl)c4)C(c4ccc(C(F)(F)F)cc4)C3)cc2)nc(N2CCOCC2)n1 (stereo unspecified)	51.0	98.6	60.2	71.4	70.5	71.7	74.5	53.9
COc1ccc(OC)c(C2NC(=O)N=C3C2C(N)=NN3c2ccccc2)c1 (stereo unspecified)	100.0	93.9	99.6	94.2	90.9	107.6	95.8	83.9
O=C(NNS(=O)(=O)c1ccccc1)c1cc2c([nH]c3ccccc32)c(-c2cccc(O)c2)n1	69.7	63.9	61.0	47.9	41.6	66.9	70.2	54.4
O=C(Nn1c(NCC(=O)N2c3ccccc3Sc3ccccc32)nnc1-c1ccc(O)cc1)c1ccccc1	-2.2*	91.2	124.9	102.6	.	100.9	99.5	118.3
Cc1ccc[n+](C(CO)c2ccccc2)c1 (stereo unspecified)	87.2	83.9	91.0	102.4	94.5	89.5	75.6	94.5
Fc1ccc(-c2nc3ccccc3n3cccc23)cc1	92.6	54.0	100.8	69.1	.	70.0	106.2	97.8
CC(=O)NNc1nc(C)c(C(=O)NNC(=O)C(=O)Nc2ccccc2C#N)s1	88.4	77.6	96.0	86.9	94.4	84.3	.	105.2
O=S(=O)(NCCNc1nccc(-n2ccc3cccnc32)n1)c1ccccc1	101.6	92.0	103.6	104.1	109.2	.	105.8	105.6
CCc1nn2c(-c3ccccc3)c(-c3cc(OC)c(OC)c(OC)c3)nc2s1	70.9	49.8	72.4	.	59.4	60.2	98.7	92.1
Cc1ccnc(NS(=O)(=O)c2ccc(Nc3ccnc(SCC(=O)c4ccc([N+](=O)[O-])cc4)n3)cc2)n1	103.5	110.1	99.7	100.1	116.0	98.5	107.1	103.5

(listing goes on)
SMILES	CCRF-CEM	HOP-92	MOLT-4	EKVX	SR	RPMI-8226	HOP-62	K-562
CC(C)n1cc(/C=N\N=C2\C(=O)Nc3ccccc32)c2ccccc21	98.2	86.2	87.4	61.9	89.0	98.9	96.4	92.2
COc1ccc(/C=C2\Oc3cc(OCCCN4CCCC4)ccc3C2=O)cc1	52.3	82.2	72.2	89.6	-28.4*	86.9	89.7	-25.0*
O=c1cc(C(O)CC[N+](=O)[O-])c2cc(Cl)ccc2o1 (stereo unspecified)	101.0	97.7	90.8	101.0	100.1	104.8	85.4	95.2
O=C1CN2C(c3ccc(Cl)cc3)=CSC2=N1	91.5	111.4	79.1	.	77.8	89.2	107.4	79.7
Cc1cc(=O)[nH]c2nc3c(=O)n(C)c(=O)n(C)c3n12	102.5	113.0	104.1	145.1	96.3	111.9	.	96.0
O=C(N=Nc1c(O)[nH]c2ccccc12)c1cc(-c2ccccc2)on1	107.3	96.2	103.6	92.0	.	112.0	101.7	104.2
CCN1CCN(c2ccc(Nc3cc(-c4cccnc4Nc4c(Cl)c(OC)cc(OC)c4Cl)ncn3)cc2)CC1	31.6	54.5	9.5*	87.4	.	64.1	40.6	44.5
O=C1C(Cl)C(c2ccccc2Cl)N1n1cnnc1 (stereo unspecified)	98.6	91.1	100.7	99.8	.	102.2	73.5	101.8
Nc1c(C(=O)Nc2ccccc2Cl)sc2nc3c(cc12)CN(Cc1ccccc1)CC3	91.7	108.5	89.6	93.0	87.1	102.9	103.5	99.0
O=C1C(c2cccc3ccccc23)=C(c2c[nH]c3c(F)cccc23)C(=O)N1O	51.9	85.3	85.4	87.0	93.4	51.2	71.8	.
O=S(=O)(OCCCCO)c1ccccc1	88.0	92.3	110.6	105.9	101.8	97.8	109.2	.
COc1cc(/C=C/C(=O)c2cc(-c3ccc(C(F)(F)F)cc3)ccc2O)cc(OC)c1OC	7.5*	63.1	15.5	61.2	23.4	-9.1*	98.7	41.0
COC(=O)c1ccc(Cn2cc(CSc3nc4ccccc4o3)nn2)cc1	111.9	107.8	97.9	103.7	102.5	108.7	99.9	94.9
Cc1ccc(S(=O)(=O)/N=c2\c3ccccc3cnn2C2=NCCN2S(=O)(=O)c2ccc(C)cc2)cc1	97.5	83.6	95.1	99.4	107.6	99.7	92.0	100.1
CCOC(=O)c1cc(C(=O)c2ccc(Br)cc2)n2ncccc12	76.5	46.2	69.1	92.7	28.5	48.6	76.8	21.6
CC[C@]12C=CCN3CC[C@@]4(c5ccc(OC)cc5N(C)[C@H]4[C@@](O)(C(=O)OC)[C@@H]1OC(=O)CCCP(=O)(c1ccccc1)c1ccccc1)[C@@H]32	86.2	60.4	70.8	89.0	.	69.4	81.4	83.6
O=C(Nc1ccc(Cl)c(Cl)c1)Nc1ncccc1OCc1ccc(F)cc1	89.9	97.0	74.3	93.9	.	79.5	100.0	82.3
COc1ccc(NC(=O)CSc2nnc(-c3ccc(-c4nc5ccc(Cl)cc5[nH]4)cc3)o2)cc1	54.2	4.8*	37.5	23.3	18.5	46.3	-25.4*	13.3
CCCCC(SC(CC)(C(C)=O)c1ccccc1)C(N)=O (stereo unspecified)	89.9	.	103.8	.	101.2	99.7	107.0	97.6
Cc1ccc(-c2csc3c2c(=O)[nH]c2nnnn23)cc1	118.1	88.5	110.3	91.9	100.3	119.0	98.1	125.6
CCc1nnc(CC)n1N	105.0	109.3	105.6	99.2	94.1	105.5	94.6	96.4
COc1ccc(O)c(N=Nc2nccs2)c1	3.5*	49.4	7.3*	54.3	13.4	25.3	94.2	.
COc1cc(-c2nn(C(C)(C)C)cc2-c2ccnc(NCCCNS(=O)(=O)c3ccccc3)n2)ccc1F	57.1	73.6	48.0	63.8	18.1	61.2	91.4	17.8
Clc1ccc(-n2on2-c2ccc(Cl)cc2)cc1	96.5	95.7	101.7	85.1	96.6	90.5	84.8	109.8
COc1cc(-c2nc(SCCC(C)C)nc(Nc3ccccc3)c2C#N)cc(OC)c1OC	88.6	86.8	84.3	100.4	79.8	92.2	114.0	93.7

Part of the list above in another layout:
structure | CCRF-CEM | HOP-92 | MOLT-4 | EKVX | SR | RPMI-8226 | HOP-62 | K-562
Cc1ccc(S(=O)(=O)/N=c2\c3ccccc3cnn2C2=NCCN2S(=O)(=O)c2ccc(C)cc2)cc1 | 97.5 | 83.6 | 95.1 | 99.4 | 107.6 | 99.7 | 92.0 | 100.1
CCOC(=O)c1cc(C(=O)c2ccc(Br)cc2)n2ncccc12 | 76.5 | 46.2 | 69.1 | 92.7 | 28.5 | 48.6 | 76.8 | 21.6
CC[C@]12C=CCN3CC[C@@]4(c5ccc(OC)cc5N(C)[C@H]4[C@@](O)(C(=O)OC)[C@@H]1OC(=O)CCCP(=O)(c1ccccc1)c1ccccc1)[C@@H]32 | 86.2 | 60.4 | 70.8 | 89.0 | . | 69.4 | 81.4 | 83.6
O=C(Nc1ccc(Cl)c(Cl)c1)Nc1ncccc1OCc1ccc(F)cc1 | 89.9 | 97.0 | 74.3 | 93.9 | . | 79.5 | 100.0 | 82.3
COc1ccc(NC(=O)CSc2nnc(-c3ccc(-c4nc5ccc(Cl)cc5[nH]4)cc3)o2)cc1 | 54.2 | 4.8* | 37.5 | 23.3 | 18.5 | 46.3 | -25.4* | 13.3

Entries of single compounds from above:
COc1ccc(NC(=O)CSc2nnc(-c3ccc(-c4nc5ccc(Cl)cc5[nH]4)cc3)o2)cc1 is entered as CCRF-CEM = 54.2; HOP-92 = 4.8*; MOLT-4 = 37.5; EKVX = 23.3; SR = 18.5; RPMI-8226 = 46.3; HOP-62 = -25.4*; K-562 = 13.3
CC[C@]12C=CCN3CC[C@@]4(c5ccc(OC)cc5N(C)[C@H]4[C@@](O)(C(=O)OC)[C@@H]1OC(=O)CCCP(=O)(c1ccccc1)c1ccccc1)[C@@H]32 is entered as CCRF-CEM = 86.2; HOP-92 = 60.4; MOLT-4 = 70.8; EKVX = 89.0; SR = .; RPMI-8226 = 69.4; HOP-62 = 81.4; K-562 = 83.6
Clc1ccc(-n2on2-c2ccc(Cl)cc2)cc1 is entered as CCRF-CEM = 96.5; HOP-92 = 95.7; MOLT-4 = 101.7; EKVX = 85.1; SR = 96.6; RPMI-8226 = 90.5; HOP-62 = 84.8; K-562 = 109.8

The listing continues:
SMILES	CCRF-CEM	HOP-92	MOLT-4	EKVX	SR	RPMI-8226	HOP-62	K-562
CCCCCCCCCCCCCCCC(=O)OCc1cc(=O)c(O)co1	70.3	103.7	78.5	108.7	59.1	84.7	98.6	75.3
CC(=O)OCc1ccc([N+](=O)[O-])cc1	105.9	105.2	92.9	103.2	95.9	102.0	111.8	111.1
Cc1ccc(-c2csc(NC(=O)CSc3nc(C)cc(=O)[nH]3)n2)cc1	96.2	86.4	78.8	100.4	49.9	85.6	108.6	90.7
CCCCCC(C)N (stereo unspecified)	109.9	.	93.6	98.3	95.0	115.2	115.1	112.9
COC(=O)c1cc2c(=O)[nH]cc3c2c(n1)CCC3	103.5	76.8	100.0	101.1	112.7	76.2	97.4	99.3
c1ccc(Cn2cc3c(c2)-c2ncncc2CC3)cc1	103.3	.	117.5	101.2	113.9	94.9	96.7	106.4
NS(=O)(=O)c1ccc(-n2c(O)c(C3=c4cc(Cl)ccc4=NC3=O)sc2=S)cc1	95.4	.	79.0	.	69.3	98.0	88.6	97.4
CC(=O)Nc1ccc(-c2nc3ccc(-c4ccc(O)cc4)cc3[nH]2)cc1	45.3	36.1	45.0	65.8	49.8	64.4	79.2	44.1
CCCCOC(=O)c1ccc(NC(=O)CCl)cc1	-15.0*	27.0	0.5*	86.0	-30.8*	19.5	101.8	5.7*
C=C(c1cn(C(C)=O)c2ccccc12)c1cn(C(C)=O)c2ccccc12	86.9	45.5	85.7	77.3	.	78.4	61.0	78.4
Cc1ccc(CCCC(=O)O)c(C)c1	.	.	98.7	.	96.7	97.8	95.7	97.8
Cn1cc(/C=N/Nc2cccc(Cl)n2)c2ccccc21	48.2	42.8	32.9	57.9	27.6	47.6	75.8	20.2
COc1ccc(C(C#N)=C2C=CC(=NO)C=C2)cc1	29.8	137.4	58.4	125.3	49.8	22.0	47.7	46.6
Cn1c(=O)c2c(nc(N3CCCC3)n2C)n(C)c1=O	105.3	90.9	95.1	98.9	100.1	.	103.7	99.2
CCCCCC(=O)OC1CCCCC1C (stereo unspecified)	101.7	96.4	102.6	98.7	.	101.5	107.9	102.5
NS(=O)(=O)c1ccc(NC(=O)Cn2c(=S)n(-c3ccccc3)c(=O)c3ccccc32)cc1	93.5	77.7	96.7	104.2	92.6	92.2	102.3	97.8
C=CC[C@H]1CCC2=C(/C(C)=C/C)N(S(=O)(=O)c3ccc(C)cc3)CCC[C@H]2O1	101.9	65.2	93.7	90.0	80.9	86.8	99.2	81.9
Clc1ccc(/C=C/c2nc(N3CCOCC3)c3cc(Cl)c(Cl)cc3n2)cc1	90.7	85.5	75.9	.	90.3	77.7	112.2	60.0
CC1(C)CCC(C)(C)C2CC3CC4C(CC3CC21)C(C)(C)CCC4(C)C (stereo unspecified)	104.5	109.3	101.7	.	102.7	109.6	100.8	110.7
CCCCCCCCCCCCCCCCCC(=O)OCC1CCCO1 (stereo unspecified)	.	.	113.0	.	106.1	104.3	100.8	102.8
CC(=O)Nc1ccc(S(=O)(=O)c2ccnc3cc(Cl)ccc23)cc1	52.9	99.8	68.8	86.7	83.3	72.1	99.1	78.9
COc1ccc(Cl)cc1C/C=N/NC(=O)c1cccc(C)c1O	60.6	98.1	98.0	110.2	73.6	97.3	96.1	66.7
CC(=O)Nc1ccc(S(=O)(=O)Nc2nnc(C)c(C)n2)cc1	103.9	62.8	99.2	104.9	.	55.5	95.3	71.0
CNS(=O)(=O)c1ccc(Cl)c(Cl)c1	103.7	.	84.9	99.0	78.1	135.7	82.3	99.5
NC1=NC(/C=C/c2ccccc2)n2c(nc3ccccc32)N1 (stereo unspecified)	88.5	62.2	98.8	108.5	.	88.1	92.9	104.0
CCCN1C(=O)/C(=c2\sc3n(c2=O)C2C(NN=3)N(CC)C(=O)N2CC)c2ccccc21 (stereo unspecified)	13.6	67.7	19.1	52.4	17.0	21.9	45.8	9.5*

Assay outcomes from PubChem.
